# MEKK2 mut-MEK5: signal of MEK5 binding to mutant human MEKK2 PB1 domain; percent response, % at 10 µM; 290,000 compounds, 0.35% hits; bead flow cytometry, Alexa488-MEK5 binding to MEKK2 mutant; AID 1530; in the data active = percent response above about 24%, passing the limit was not always enough; note: inactives centre near 1; some results filed as inactive read as strong as hits; reference of the scale not given here
# GPR7 antagonist: human neuropeptides B/W receptor 1 antagonism | P48145 | GPR7-expressing cells, fluorescence antagonist assay | inhibition, % at 4.4 µM | 290,000 compounds, 1.1% hits | AID 1861; in the data active = inhibition above about 16%, passing the limit was not always enough;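 note: cells stimulated with the agonist NPW; 0% = agonist with vehicle and 100% = vehicle without agonist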
# OXTR ag: activates the human oxytocin receptor; P30559; CHO-OTR cells, Fluo-8 calcium fluorescence; normalized: DMSO 0%, oxytocin 100%; activation, % at 3 µM; 320,000 compounds, 0.32% hits;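 active = activation above the mean of all tested compounds plus 3 SD, cutoff set per screening run, cut at about 20% in these data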;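 note: peak over basal fluorescence ratio from a 100 s FLIPR kinetic read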
# Target sequence (P30559 whole entry, looked up): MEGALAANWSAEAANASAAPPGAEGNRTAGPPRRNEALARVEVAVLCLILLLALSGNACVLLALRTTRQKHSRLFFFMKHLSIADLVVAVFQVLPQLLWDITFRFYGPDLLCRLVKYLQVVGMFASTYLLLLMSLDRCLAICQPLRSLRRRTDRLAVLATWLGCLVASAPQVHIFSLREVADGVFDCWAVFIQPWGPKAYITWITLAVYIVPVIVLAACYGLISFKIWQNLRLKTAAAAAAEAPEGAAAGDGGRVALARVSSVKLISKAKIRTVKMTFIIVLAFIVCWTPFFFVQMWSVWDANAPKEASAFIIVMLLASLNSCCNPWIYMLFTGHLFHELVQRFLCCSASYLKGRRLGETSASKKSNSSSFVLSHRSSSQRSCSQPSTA
# PHOSPHO1 block: blocks human PHOSPHO1 phosphatase activity; 290,000 compounds, 1.1% hits; inhibition, % at 13.3 µM; recombinant PHOSPHO1, absorbance phosphatase assay; in the data active = inhibition above about 60%
# GalR3 antagonist: blocks the human galanin receptor 3; O60755; inhibition, % at 3 µM; 360,000 compounds, 0.44% hits; HEK293 GalR3-CNG cAMP membrane potential fluorescence; galR3 body fused to GalR1 C-terminus; AID 651719;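 active = inhibition above the screen-wide average plus 3 SD, cut at about 13% in these data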;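 note: forskolin and galanin both at EC90 stimulate the cells; cAMP rise reported by CNG channel membrane potential dye signal; 0% = forskolin plus galanin with DMSO and 100% = forskolin alone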
# Target sequence (O60755 1-299 limits assumed): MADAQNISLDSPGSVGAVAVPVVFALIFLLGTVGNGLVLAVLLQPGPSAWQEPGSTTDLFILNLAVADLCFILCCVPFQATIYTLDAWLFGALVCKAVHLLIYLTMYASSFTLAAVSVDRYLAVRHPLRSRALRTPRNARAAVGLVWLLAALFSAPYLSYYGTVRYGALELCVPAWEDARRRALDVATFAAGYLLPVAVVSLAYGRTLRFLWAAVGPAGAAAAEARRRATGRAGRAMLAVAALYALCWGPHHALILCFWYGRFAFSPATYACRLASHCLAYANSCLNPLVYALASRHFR
# V1aR counter: activates human V1a receptor in oxytocin agonist counter-screen. P37288. CHO-V1R cells, Fluo-8 calcium fluorescence, agonist mode; 0% DMSO, 100% 3 nM vasopressin. activation, % at 3 µM. 320,000 compounds, 0.25% hits. AID 2797;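 active = activation above the mean activation of all tested compounds plus 3 SD, per screening run, cut at about 20% in these data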;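 note: signal is peak over basal fluorescence ratio across a 100 second FLIPR read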
# Target sequence (P37288 whole entry, looked up): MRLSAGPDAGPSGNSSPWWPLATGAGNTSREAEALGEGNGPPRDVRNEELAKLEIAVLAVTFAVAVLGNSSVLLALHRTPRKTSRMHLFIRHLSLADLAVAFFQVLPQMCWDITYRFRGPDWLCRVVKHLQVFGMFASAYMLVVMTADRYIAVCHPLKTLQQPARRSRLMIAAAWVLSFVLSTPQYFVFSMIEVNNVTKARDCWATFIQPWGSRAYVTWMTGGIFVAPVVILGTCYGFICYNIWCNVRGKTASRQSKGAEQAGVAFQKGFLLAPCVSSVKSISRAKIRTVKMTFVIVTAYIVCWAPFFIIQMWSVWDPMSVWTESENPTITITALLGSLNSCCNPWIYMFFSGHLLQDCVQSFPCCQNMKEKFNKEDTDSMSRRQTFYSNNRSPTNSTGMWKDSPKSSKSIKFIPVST
# NALP1 inh: NALP1 inhibition; 280,000 compounds, 0.61% hits; S. cerevisiae NALP1/ASC/caspase-1 growth, X-gal OD620, 72 h; inhibition, % at 10 µM; in the data active = inhibition mostly above about 24%, no sharp cut-off; inactive = mostly below about 32%; note: some compounds called inactive have numbers as strong as hits
# MEKK3 PB1 HTS: modulators (inhibitors or enhancers) of MEK5 binding to human MEKK3 PB1 domain. 290,000 compounds, 1.4% hits. binding response (% of control), % at 10 µM. AID 1529. Q99759. bead-based flow cytometry, Alexa488-MEK5 binding to MEKK3; actives lie on both sides; 0 = blocked by unlabeled MEK5, 100 = vehicle;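 active = binding response more than 3 SD above or below the average of its plate-row segment, actives on both sides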;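 note: Alexa488 bead fluorescence after subtracting the streptavidin-only scavenger bead signal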
# MEKK2 WT-MEK5: raises or lowers MEK5 binding to wildtype human MEKK2 PB1 domain. Q9Y2U5. bead flow cytometry, Alexa488-MEK5 binding to MEKK2 WT; actives lie on both sides. binding response (% of control), % at 10 µM. 290,000 compounds, 1.1% hits. AID 1531; in the data active = binding response below about 67% or above about 130%
# * = called active by the depositor; · = not tested or not shown. Rows were taken by chance. Share with any hit: about 5.4%.
SMILES,MEKK2 mut-MEK5,GPR7 antagonist,OXTR ag,PHOSPHO1 block,GalR3 antagonist,V1aR counter,NALP1 inh,MEKK3 PB1 HTS,MEKK2 WT-MEK5
Cc1cc2cc(CCNC(=O)c3ccc(Br)o3)c(=O)[nH]c2cc1C,13,-9,-1.0,23,-4,1.1,4,100,101
O=C(NC1=NCCS1)c1ccc(Cl)c(S(=O)(=O)N2CCCCC2)c1,10,-6,0.9,-7,-1,2.9,1,103,109
COc1ccc(OCC(=O)O/N=C(\N)c2ccc(OC)cc2)cc1,-18,-6,-0.1,37,-6,0.4,28,92,89
CC(C)c1ccc(OCC(=O)N(Cc2ccco2)C2CCS(=O)(=O)C2)cc1 (configuration not stated),-4,13,0.9,10,·,2.8,-8,97,98
CCOc1ccc(/C=N/NC(=O)CCC(=O)Nc2ccc(F)cc2)cc1,4,-3,-1.9,14,-11,-0.1,4,100,100
O=C(CCC1CCCCC1)Nc1c2c(nn1-c1ccc(F)cc1)CS(=O)(=O)C2,5,32*,-1.0,19,-8,0.4,0,104,110
CC(NC(=O)CN1CCN(Cc2cccc(F)c2)CC1)c1ccccc1 (configuration not stated),2,-6,-1.2,·,-4,0.7,·,106,108
COc1ccc(C(=O)NNC2=CC(=O)CC(C)(C)C2)cc1OC,0,-3,0.7,3,-4,-0.2,22,99,99
CCOc1ccc(OCCn2c(=S)[nH]c3ccccc32)cc1,2,-2,·,-11,-10,·,4,103,103
CC(=O)c1cccc(S(=O)(=O)NC2CCCCCC2)c1,-4,1,2.5,5,-3,1.9,4,99,96
S=C(Nc1ccc(Br)cc1)N1CCn2cccc2C1c1cccnc1 (configuration not stated),-1,-1,·,-4,-6,·,0,105,99
C/C=C/c1ccc(OCC(=O)OCc2csc(CC(=O)Nc3ccccc3C)n2)c(OC)c1,6,3,-1.2,·,-2,0.3,-6,106,114
N#Cc1nc(COc2ccccc2)oc1N1CCCCCC1,9,3,-1.1,-4,-1,-0.8,-13,109,113
COc1cccc(NC(=O)C(C)Oc2ccccc2)c1 (configuration not stated),4,5,-1.8,3,-4,-0.6,6,104,105
O=S(=O)(Cc1ccc(Cl)cc1)N1CCN(Cc2ccc3c(c2)OCO3)CC1,-2,0,-1.0,38,-1,0.4,12,101,94
CCCc1cc(=O)oc2c3c(c(Cl)cc12)OCN(CCCO)C3,-4,-7,0.4,-3,·,0.6,-15,101,105
CN(c1ccc(C(=O)NCCSCc2c(F)cccc2Cl)cc1)S(C)(=O)=O,-3,8,0.8,-18,-6,3.6,-9,98,98
Cc1nc2sc3c(NCc4ccco4)ncnc3c2c2c1COC(C)(C)C2,-5,-13,-1.0,-24,-2,0.9,-3,96,93
O=C(NCCc1ccccc1)C1CCCN(S(=O)(=O)c2cccc3nonc23)C1 (configuration not stated),20,15,0.2,14,0,0.7,-4,108,108
Cc1nc2cc(NS(=O)(=O)c3cccc(F)c3)ccc2s1,2,-4,1.1,28,-6,4.2,4,100,103
Nc1n[nH]c(-c2cccc([N+](=O)[O-])c2)n1,4,-9,0.0,9,-5,0.2,14,106,112
c1ccc(-c2cnc(CSc3ncnc4sccc34)o2)cc1,-1,25,1.4,-1,0,4.2,12,101,91
Cc1ccsc1/C=C1\CCc2ccccc2C1=O,-4,4,-2.6,11,4,5.8,9,97,92
FC(F)(F)c1ccccc1NC(=S)N1CCc2ccccc2C1,-2,-2,1.1,47,-7,-0.4,-13,95,98
COc1ccc(C(=O)CSc2nnc(Cc3ccccc3)o2)cc1,-1,-15,2.3,3,-7,3.3,18,98,100
O=S(=O)(NCc1cccnc1)c1cccs1,8,3,0.7,5,·,0.7,6,106,107
CCOC(=O)c1c(C)[nH]c(N=Nc2ccccc2C)c1C,-7,-16,-1.8,12,-9,-1.2,13,84,91
CCNC(=O)COC(=O)c1ccc(NS(=O)(=O)c2ccc3c(c2)OCCO3)cc1,2,-15,0.2,2,-4,1.3,-8,101,99
O=C(Oc1ccc(Cl)c2cccnc12)c1ccco1,0,7,-2.5,15,1,-1.4,-10,98,97
OCC#CCSc1nnc(-c2ccncc2)o1,0,-10,-0.1,10,-6,-0.7,31*,100,97
O=C(O)c1ccc(NC(CSCc2ccccc2F)C(=O)O)c([N+](=O)[O-])c1 (configuration not stated),-3,-2,1.2,5,-1,1.0,5,91,91
CCOC(=O)Cc1csc(NC(=O)COc2ccc(OC)cc2)n1,5,-8,-1.0,-3,3,3.0,30,99,99
Cc1oc(-c2ccc(Cl)cc2)nc1CSCC(=O)NCCCN1CCOCC1,-6,-17,-1.5,18,-4,-0.6,10,94,98
COC(=O)c1c(NC(=O)CSc2nnc(Cn3nnc4ccccc43)n2C)sc(C)c1C,5,-13,-1.6,21,0,-1.0,7,105,104
COc1ccc(C2CCCN2C(=O)Nc2ccc(Cl)cc2)cc1OC (configuration not stated),0,-1,7.8,-5,0,9.5,-16,108,108
CCOc1ncccc1C(=O)OCCN1C(=O)c2ccccc2C1=O,0,-5,-1.7,5,-4,-0.1,-6,99,103
O=C(CN1C(=O)c2ccccc2S1(=O)=O)NC1CCCCCC1,1,-9,0.2,-14,1,1.1,17,90,97
COc1ccccc1NC(=O)CNC(=O)Cn1cnc2sc(C)c(C)c2c1=O,0,-14,2.0,10,-1,1.3,9,100,103
CC1CCCN(C2(O)C(=O)Nc3ccc(Br)cc32)C1 (configuration not stated),6,-4,-1.3,·,-9,-0.7,2,109,103
O=c1c2ccccc2[nH]c(=S)n1Cc1ccc2c(c1)OCO2,-3,-6,0.3,6,-5,0.2,18,101,102
O=S(=O)(NCC(c1ccco1)N1CCN(c2ccccc2F)CC1)c1ccc(F)cc1 (configuration not stated),-4,-14,-1.4,21,-2,0.1,25,84,92
CC(=O)c1ccc(OCCn2cnc3ccccc32)cc1,-1,5,1.1,-7,-4,3.0,27,101,103
CC(NC1CCCC1)c1ccccc1 (configuration not stated),-3,-5,1.0,-16,-3,0.9,6,88,98
Cc1cccc(C)c1NC(=O)N1C2CCCC1CC(NC(=O)C(C)(C)C)C2 (configuration not stated),7,-3,-1.3,-18,4,-1.0,3,121,116
COCCCNC(=S)N(CCN(C)C)Cc1cc2cc3c(cc2[nH]c1=O)OCCO3,2,-14,0.6,-35,-3,0.7,9,101,102
Cc1cccc(-c2noc(CCCC(=O)Nc3ccc(C(N)=O)cc3)n2)c1,6,3,2.0,-19,-7,2.3,-12,100,102
CCN1CCN(CC(=O)Nc2ccc(Cl)c(Cl)c2)C(=O)C1=O,5,3,1.0,-16,4,-0.3,14,111,114
COc1ccc(/C=N/NC(=O)CN(c2ccc(OC)cc2)S(=O)(=O)c2ccccc2)cc1,-3,-17,-0.8,2,-3,0.7,23,102,94
C=CCN1C(=O)NC2(CCCCC2)C1=O,3,-5,1.1,-6,-2,-0.3,12,99,99
O=C(NN1C(=O)C2C3c4ccccc4C(c4ccccc43)C2C1=O)C1CC1 (configuration not stated),-7,-7,1.2,45,-1,-0.8,4,102,102
Cc1ccccc1C(=O)Nc1cccc(C#N)c1,3,-4,-0.9,-4,-3,-1.5,-21,97,97
O=C(c1ccc(Cl)c(Cl)c1)N1CCC(=O)N(C(COCc2ccccc2)Cc2ccccc2)CC1 (configuration not stated),3,-4,-1.7,-21,-5,1.1,40,109,98
Cc1nc(NC(=O)c2cncc(Br)c2)ccc1Br,3,-1,-0.6,30,-2,-0.6,6,101,100
O=S(=O)(Nc1ccc(S(=O)(=O)Nc2nccs2)cc1)c1ccc2c(c1)OCCO2,1,-3,0.9,10,-10,0.2,8,104,96
Cc1[nH]n(-c2ccccc2)c(=O)c1/C=N/N1CCOCC1,5,-11,0.7,28,7,1.5,-17,98,97
COC(=O)c1cccc(C(=O)N2CCC(CCC(=O)NCc3ccc(F)cc3)CC2)c1,10,0,-0.1,44,2,0.8,17,106,104
CCCn1c2ccc(/C(C)=N\O)cc2c2cc(/C(C)=N/O)ccc21,7,-7,-2.5,24,1,0.0,9,104,101
Cc1nn(CC(=O)N2CC(=O)Nc3ccccc32)c(C)c1[N+](=O)[O-],-2,-10,-0.2,16,-8,-0.2,6,89,91
O=C(Nc1cccc([N+](=O)[O-])c1)c1cc(S(=O)(=O)Nc2ccccn2)ccc1Cl,2,-4,-0.2,43,1,-0.1,14,103,102
Cc1ccc(-c2cc(N)n(-c3ccccc3)n2)cc1,-5,-13,-2.7,34,-2,-1.0,22,98,101

# Single values from the list.
# In NALP1 inh, Cc1[nH]n(-c2ccccc2)c(=O)c1/C=N/N1CCOCC1 has -17
# In MEKK3 PB1 HTS, O=C(c1ccc(Cl)c(Cl)c1)N1CCC(=O)N(C(COCc2ccccc2)Cc2ccccc2)CC1 (configuration not stated) has 109
# In NALP1 inh, C=CCN1C(=O)NC2(CCCCC2)C1=O has 12
# In MEKK2 WT-MEK5, COC(=O)c1cccc(C(=O)N2CCC(CCC(=O)NCc3ccc(F)cc3)CC2)c1 has 104

# Shown with values under each structure: 2 of the compounds above
# Each structure is followed by: MEKK2 mut-MEK5, GPR7 antagonist, OXTR ag, PHOSPHO1 block, GalR3 antagonist, V1aR counter, NALP1 inh, MEKK3 PB1 HTS, MEKK2 WT-MEK5
O=S(=O)(Nc1ccc(S(=O)(=O)Nc2nccs2)cc1)c1ccc2c(c1)OCCO2
→ 1, -3, 0.9, 10, -10, 0.2, 8, 104, 96
C=CCN1C(=O)NC2(CCCCC2)C1=O
→ 3, -5, 1.1, -6, -2, -0.3, 12, 99, 99

# More entries follow:
SMILES,MEKK2 mut-MEK5,GPR7 antagonist,OXTR ag,PHOSPHO1 block,GalR3 antagonist,V1aR counter,NALP1 inh,MEKK3 PB1 HTS,MEKK2 WT-MEK5
COc1ccc(S(=O)(=O)N2CCOC2CNC(=O)C(=O)NCc2ccccc2Cl)cc1 (configuration not stated),9,16,1.2,48,-2,5.7,10,104,112
CC(=O)N1CCc2cc(C(=O)CN3CCCCC3)ccc21,·,-10,0.5,9,·,-0.3,-6,·,·
COC(=O)c1sccc1NC(=S)N1CCN(c2ccccc2F)CC1,25,-8,1.0,-9,-6,1.8,20,107,98
CC1CN(C(=O)CCC(=O)NCc2ccc(Cl)cc2)c2ccccc2S1 (configuration not stated),-2,0,2.9,28,1,4.3,13,99,96
COc1ccc(C(NC(=O)c2ccc(=O)[nH]c2)C(=O)Nc2ccc(C(C)C)cc2)cc1 (configuration not stated),-12,3,0.1,24,-6,1.9,11,98,94
O=C(Nc1cccc(Cl)c1)N1CCOCC1,0,1,-0.6,34,-7,1.4,-1,97,98
CCCNC(=O)N[C@@H](Cc1ccccc1)C(=O)OC,4,-8,0.3,-60,-2,-0.1,7,95,98
CN(C)c1ccc(CNC(=O)c2cc(S(=O)(=O)N3CCCC3)cn2C)cc1,5,-3,1.8,33,·,3.3,21,101,103
CCCCCCC/C(C)=N/NC(=O)CC(=O)NCCc1ccccc1,1,-7,-1.0,29,1,0.5,-2,101,96
CCC(C)[C@H](NC(=O)C1CC(=O)N(c2ccc3c(c2)OCCO3)C1)C(=O)N1CCCCC1 (some centres not stated),1,-7,-0.1,48,0,1.5,5,102,101
CCOc1cc(NC(=O)c2ccco2)c(OCC)cc1NC(=O)Cc1cccc(OC)c1,8,-5,-2.0,17,1,-0.9,-1,110,106
COCCN1C(=O)C(=O)/C(=C(/O)c2ccc(C)cc2)C1c1ccccn1 (configuration not stated),-4,9,0.8,18,-3,-0.8,-2,95,95
Cc1ccc(-c2nc(NC(=O)c3nn(C)cc3[N+](=O)[O-])sc2C)cc1,-6,-1,0.5,-1,-3,1.0,12,93,102
c1ccc(-n2nc3c(ccc4cnnc43)[nH]2)cc1,-1,-12,-1.2,23,-4,-0.6,4,96,98
CSCCC(NS(=O)(=O)c1cccc(C(F)(F)F)c1)C(=O)N(C)Cc1ccc2c(c1)OCCO2 (configuration not stated),4,-2,0.6,38,-3,5.7,16,103,105

# Screens from PubChem.
